# GLP1R ag: qHTS of GLP-1 Receptor Agonists; HEK293 GLP-1R CRE-luciferase, luminescence, 4-6 h; cells express a hypersensitive GLP-1R form; Potency, µM (titrated, usually from 45.6 µM), for inactives: top-dose activation, hits mostly activators; actives 0.007% (n = 380,000); AID 624172, 2012; also: potency is read from the fitted curve at half-maximal effect; % of control where 0% means no effect
# IL-2 act: qHTS of IL-2 Activators; IL-2 activation reporter assay, cell-based qHTS; stimulated with anti-CD3/CD4/CD28 beads; in transgenic mouse T cells; activation, % (series mostly up to about 46 µM); actives 0.065% (n = 360,000); in the data active = activation above about 50%; inconclusive = mostly about 30% to 49%; also: 0% is about no effect
#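 Readout is EGFP and DsRed signal by fluorescent plate cytometry after 18 h at 37 degrees C. Transgenic mouse T cells (750/well) received compound for 60 min before bead stimulation (anti-CD3, anti-CD4, anti-CD28); memory T cells served as non-tolerant control.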
# GLP-1R inv ag: qHTS of GLP-1 Receptor Inverse Agonists (Inhibition Mode). Potency, µM (titrated, usually from 38.3 µM), inactives show top-dose activity change, negative = inhibition, hits mostly inhibitors. HEK293 GLP-1R CRE-luciferase, luminescence, 24 h; GLP-1R form is constitutively active. actives 1.6% (n = 410,000). AID 624417, 2012; also: potency is read from the fitted curve at half-maximal effect; % is scaled to controls: 0 for no effect and ±100 for the full control effect; nearly all actives have a fitted effect of over 55% in size
#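 Constitutively active GLP-1R drives a cAMP-responsive luciferase in stably transfected HEK293 cells; test compounds are added after overnight (12 h) attachment and left 24 hr, and signal loss in luminescence marks inhibition.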
# D3 antag: qHTS of D3 Dopamine Receptor Antagonist: qHTS | D(3) dopamine receptor (Homo sapiens), P35462 | max response, negative = inhibition, % | actives 2.5% (n = 360,000) | D3R cells, DiscoveRx beta-arrestin luminescence, antagonist mode; hits give low values; in the data active = max response below about -50%; inconclusive = no clear call, values can overlap the other calls; also: % is scaled to controls: 0 for no effect and ±100 for the full control effect; mostly tested at two doses, the higher about 12 µM
#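 Cells plated overnight at 1500 cells/well, then exposed to library compounds with dopamine controls for 90 minutes at 37 degrees C. DiscoveRx reagent added for 30–60 minutes at room temperature; luminescence read, quantitative HTS format.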
# GLP1R cytotox: qHTS of GLP-1 Receptor Inverse Agonists: Cytotox Screen | HEK293 cAMP-luciferase reporter cells, luminescence, 24 h | AID 624418, 2012 | Potency, µM (doses to about 38.3 µM), for the others: at the top dose activity change, negative = inhibition, most hits filed as inhibitors | actives 0.13% (n = 410,000);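 also: loss of luciferase light is scored as toxicity; potency is read from the fitted curve at half-maximal effect; % is scaled to controls: 0 for no effect and ±100 for the full control effect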
#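 MLSMR compounds, 24 hr on cells at 37 deg C/5% CO2; luminescence after luciferase reagent (12 min RT). Inhibition counted as the undesired cytotoxic outcome.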
# D3 ag: qHTS of D3 Dopamine Receptor Agonist: qHTS | D3R DiscoveRx beta-arrestin cells, luminescence, 90 min | D(3) dopamine receptor (Homo sapiens), P35462 | actives 0.58% (n = 410,000) | max activation, %; in the data active = max activation above about 30%; also: 0% is about no effect; mostly tested at two doses, the higher about 12 µM
#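 Cells at 1500/well, incubated overnight, then treated with pinned compounds (dopamine as control) for 90 min at 37 degrees C. DiscoveRx reagent added for 30 - 60 minutes at room temperature; luminescence read.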
# PI5P4Ka inh: qHTS for Inhibitors of phosphatidylinositol 5-phosphate 4-kinase (PI5P4K); max response, %; Phosphatidylinositol 5-phosphate 4-kinase type-2 alpha (Homo sapiens), P48426; AID 652105, 2013; actives 1.2% (n = 330,000); PI5P4Kalpha enzyme, ADP-Glo luminescence, 60 min; hits give low values; active = max response of -50% or lower; inconclusive = between -30% and -50%; inactive = -30% or higher; also: value at the top dose of about 77 µM; % is scaled to controls: 0 for no effect and ±100 for the full control effect
#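 Controls without substrate or without enzyme flank wells where PI5P4Kalpha converts substrate using 5 microM ATP (final). Incubation lasts 60 minutes at room temperature; ADP formed is read by ADP-Glo luminescence.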
# PLK1 PBD inh: qHTS for Inhibitors of PLK1-PDB (polo-like kinase 1 - polo-box domain): Primary Screen. Serine/threonine-protein kinase PLK1 (Homo sapiens), P53350. Plk1 PBD binding of FITC phosphopeptide, fluorescence polarization. actives 2.8% (n = 360,000). Potency, µM, without a hit: max response, negative = inhibition, hits mostly inhibitors; also: potency is read from the fitted curve at half-maximal effect; series mostly up to about 57 µM; % is scaled to controls: 0 for no effect and ±100 for the full control effect; nearly all actives have a fitted effect of over 65% in size
# WRN helicase inh: qHTS for Inhibitors of WRN Helicase | WRN helicase unwinding, fluorescent forked duplex, kinetic | Potency, µM (highest dose often 114 µM), without a hit: at the highest dose activity change, negative = inhibition, usual class: inhibitors | actives 0.46% (n = 360,000); also: potency is read from the fitted curve at half-maximal effect; % is scaled to controls: 0 for no effect and ±100 for the full control effect; nearly all actives have a fitted effect of over 55% in size
#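 WRN at 20 nM final preincubated with compound 15 min at room temperature; reaction started with 100 nM fluorophore/quencher forked duplex oligonucleotide and 2 mM ATP final. Unwinding followed kinetically by red fluorescence (ex 525, em 598 nm).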
# An asterisk follows results filed as active; u = inconclusive; x = no result given; & = joins results of further samples; [ ] = dose if it differs, or a comment. Unless noted, calls follow the shape of the dose curve; as a rule, active = well fitted curve in the direction sought with a large enough effect; inconclusive = small, poorly fitted or top-dose-only effect, or another doubt; inactive = no such curve, though single readings can be large; an effect the other way counts as inactive or inconclusive. Not all compounds are listed; rates above refer to the full screens.
SMILES,GLP1R ag,IL-2 act,GLP-1R inv ag,D3 antag,GLP1R cytotox,D3 ag,PI5P4Ka inh,PLK1 PBD inh,WRN helicase inh
CNC(=O)Nc1ccc(C(=O)N/N=C\C23CC[C@@H](O)CC2(O)CC[C@@H]2[C@@H]3CCC3(C)C(C4=CC(=O)OC4)CCC23O)cc1 (some centres undefined),-6%,-0.8,-22%,20,-28%,-1,-4,-15%,-4%
C=CCN1C(=O)/C(=C\c2ccc(N3CCOCC3)o2)C(=O)NC1=S,-14%,1.3,16%,-6,-7%,-2,-13,75%[activator],-25%
Cc1cc(C(=O)Cn2nnc(-c3ccc(Cl)cc3)n2)c(C)n1-c1ccccc1,-6%,1.8,u,-3,2%,10,2,2%,-9%
CCOc1cccc(OCC)c2c(C)[n+](CC3CCCO3)c(C)c1-2 (centres undefined),-4%,5.0,18%,12,16%,-4,-15,-16%,-35%
CC(=O)Cc1ccc(OC(C)C)cc1,-4%,8.7,9%,-11,22%,-16,-4,2%,-25%
CCC12C=CCN3CCC4(c5cc(Br)c(OC)cc5N(C)C4C(O)(C(=O)OC)C1OC(C)=O)C32 (centres undefined),-10%,0.2,u,4,-1%,1,0,-1%,14%
CC1C(c2cccs2)=[N+]([O-])C(C)(C(=O)c2ccc(F)cc2)N1O (centres undefined),-1%,-0.7,u,11,0%,-7,x,-1%,-11%
CN(C/N=C(\N)N[N+](=O)[O-])S(=O)(=O)c1ccccc1,-1%,-0.5,0%[7.66 µM],-6,-3%[7.66 µM],0,1,-4%,-9%
CC1CCCCN1Cc1c[nH]c2ccccc12 (centres undefined),-4%,0.7,-8%,-5,-5%,1,2,-4%,2%
C1=C(CCNCc2ccccc2)CCCC1,-2%,-0.9,2%,u,4%,-39,x,-8%,8%

# Pulled by structure from the entries so far (4):
SMILES,GLP1R ag,IL-2 act,GLP-1R inv ag,D3 antag,GLP1R cytotox,D3 ag,PI5P4Ka inh,PLK1 PBD inh,WRN helicase inh
CN(C/N=C(\N)N[N+](=O)[O-])S(=O)(=O)c1ccccc1,-1%,-0.5,0%[7.66 µM],-6,-3%[7.66 µM],0,1,-4%,-9%
CC1C(c2cccs2)=[N+]([O-])C(C)(C(=O)c2ccc(F)cc2)N1O (centres undefined),-1%,-0.7,u,11,0%,-7,x,-1%,-11%
CCOc1cccc(OCC)c2c(C)[n+](CC3CCCO3)c(C)c1-2 (centres undefined),-4%,5.0,18%,12,16%,-4,-15,-16%,-35%
Cc1cc(C(=O)Cn2nnc(-c3ccc(Cl)cc3)n2)c(C)n1-c1ccccc1,-6%,1.8,u,-3,2%,10,2,2%,-9%

# Following part
SMILES,GLP1R ag,IL-2 act,GLP-1R inv ag,D3 antag,GLP1R cytotox,D3 ag,PI5P4Ka inh,PLK1 PBD inh,WRN helicase inh
CCCCn1c(=O)c(C(=O)Nc2ccccc2S(N)(=O)=O)c(O)c2ccccc21,-4%,-2.2,-20%,6,-10%,-2,x,-4%,-14%
CC(OC(=O)c1cn(C)c2ccccc12)C(=O)N(C)c1ccccc1 (centres undefined),-2%,-0.9,u,11,2%,-4,-3,-9%,-7%
CSc1ncc(/C=C2/C(=O)NC(=O)N(C3CCCCC3)C2=O)cn1,-1%,0.8,-24%,18,3%,-5,-57*,11µM*,u
CNc1ccc2c3c(cccc13)C(=O)N(C)C2=O,-5%,-4.0,35%[activator],76,423%[activator],1,3,3µM*,u
CCOP(=S)(NN(Cc1ccccc1)C(=O)c1ccccc1)OCC,3%,-0.3,u,0,-3%[1.53 µM],2,1,7%,-26%[57.1 µM]
O=C1CN(O)C(c2ccccc2Cl)=c2cc(Br)ccc2=N1,-5%,0.0,-7%,2,1%,-5,1,-13%,-7%
CC(C)C(=O)NC(Oc1ccccc1Cl)C(Cl)(Cl)Cl (centres undefined),14%,0.2,-11%,6,3%,0,17,u,-17%
Oc1ccc(Cl)cc1Cc1ccccc1,17%,-0.1,u,0,5%,-4&-8&-1,23,1%,-11%
Cc1cc(=O)oc2c(C)c(OCC(=O)N3CCC(C(=O)O)(c4ccccc4)CC3)ccc12,-1%,0.7,2%,u,4%,-16,-9,1%,1%
CN1CCN(C(=O)COc2ccc(-c3nc4ccccc4s3)cc2)CC1,-5%,-2.2,6.3µM*,u,-2%,-14,x,-5%,-6%[57.1 µM]

# Shown bar-delimited: entries from further up.
SMILES | GLP1R ag | IL-2 act | GLP-1R inv ag | D3 antag | GLP1R cytotox | D3 ag | PI5P4Ka inh | PLK1 PBD inh | WRN helicase inh
CC(C)C(=O)NC(Oc1ccccc1Cl)C(Cl)(Cl)Cl (centres undefined) | 14% | 0.2 | -11% | 6 | 3% | 0 | 17 | u | -17%
Cc1cc(=O)oc2c(C)c(OCC(=O)N3CCC(C(=O)O)(c4ccccc4)CC3)ccc12 | -1% | 0.7 | 2% | u | 4% | -16 | -9 | 1% | 1%
CSc1ncc(/C=C2/C(=O)NC(=O)N(C3CCCCC3)C2=O)cn1 | -1% | 0.8 | -24% | 18 | 3% | -5 | -57* | 11µM* | u

# The list continues:
SMILES,GLP1R ag,IL-2 act,GLP-1R inv ag,D3 antag,GLP1R cytotox,D3 ag,PI5P4Ka inh,PLK1 PBD inh,WRN helicase inh
Cc1ccc(C)c(-n2c(C)nc3ccccc3c2=O)c1,19%,0.1,9%,-11,-4%,5,7,-1%,-4%
Cn1c(O)c(/C=N/NC(=O)c2ccncc2)c(=O)[nH]c1=S,5%,0.2,-3%,41,-8%,6,u,4%,-32%
CC1CCCN(C(=O)Cn2c(=O)oc3cc(S(=O)(=O)N4CCCCC4C)ccc32)C1 (centres undefined),7%,-1.6,-5%,u,u,-9,-4,-7%,8%
CNCC(C)c1ccccc1 (centres undefined),7%,0.5,6%,6,-3%,4,0,-5%,7%
N#CC1=C(N)Oc2cc(O)ccc2C1c1ccc2c(c1)OCO2 (centres undefined),0%,-0.6,-3%,7,74%[activator],-8,5,-14%,-12%
CN(C)/C=C(\C=[N+](C)C)c1[nH]ncc1[N+](=O)[O-],0%,-0.4,11%,0,25%,-2,5,-9%,-30%
CC(=NCC1CCCO1)c1c(O)n(-c2ccc(C)cc2)c(=O)[nH]c1=O (centres undefined),-6%,1.3,0%,25,14%,8,3,-1%,3%
Nc1c(C(=O)NCCc2ccccc2)c2nc3ccccc3nc2n1CCN1CCOCC1,-17%,-0.8,-2%,16,195%[activator],11,x,-13%,-25%
O=CC(Cl)P(=O)(N1CCOCC1)N1CCOCC1 (centres undefined),2%,0.2,4%,21,1%,8,-3,0%,-13%
O=C1NC(=O)C(=Cc2coc3ccc(O)cc3c2=O)C(=O)N1,-4%,-0.5,-17%,2,5%,11,-73*,27µM*,-14%
CC(=NCCN1CCOCC1)c1c(O)n(Cc2ccccc2)c(=O)[nH]c1=O,5%,-1.8,0%,6,4%,-2,-4,-8%,-3%
CN1C(=O)C(=Cc2sc(=O)n(-c3ccccc3)c2N2CCCCC2)C(=O)N(C)C1=O,0%,8.8,0%,-9,-30%,1,1,17%,u
COc1ccc2c(c1)CC/C(=C/c1ccccn1)C2=O,-1%,-0.5,-14%,-24,u,-9,4,-6%,-7%
CCCCCCN=C(C)c1c(O)n(Cc2ccccc2)c(=O)[nH]c1=O,6%,1.0,0%,25,-8%,1,-1,-5%,-1%
CC(=O)OC1(c2ccc(C)cc2)CN2CCC1c1ccccc12 (centres undefined),3%,0.0,-10%,36,-8%,4,-7,-7%,10%
Cc1[nH]c2c(C(F)(F)F)cccc2c1CCN,-16%,-0.3,u,10,u,2,-8,-5%,-14%
Cc1cccc(CCNCc2cc3cccc(C)c3[nH]c2=O)c1,15%,-4.9,-25%,-6,-9%,-12,6,0%,9%
C=Cn1ccnc1P(=S)(c1ccn(C)c1)c1nccn1C=C,-6%,-0.3,4%,19,-19%,4,1,-10%,-4%
Clc1ccc(N2CCNCC2)nn1,-9%,1.5,-9%[0.307 µM],14,3%[0.307 µM],1,1,-1%,2%
COc1ccc(C(=O)CC(c2ccc3c(c2)OCO3)c2c(O)c3ccccc3oc2=O)cc1OC (centres undefined),6%,-2.4,77%[activator],u,4%,-12,-5,-8%,0%
CN1CCCCC1c1ccc(-c2cccnc2)nc1 (centres undefined),4%,0.9,16%,-6,0%,-6,-5,-2%,7%
Cc1nc2ccccc2n1C1CCN(CC(=O)Nc2ccccc2Br)CC1,29%,-3.4,4%,9,u,10,12,-14%,-2%
O=C1CC(=O)N(Cc2ccccc2)C(=O)N1Cc1ccccc1,-23%,-4.5,-4%,-12,-1%,-17,-17,-5%,-29%
COc1ccc(-c2nc(CS(=O)CC(=O)N3CCC4(CC3)OCCO4)c(C)o2)cc1 (centres undefined),1%,0.4,0%,11,-22%,1,0,-28%,-1%
O=C(C1CC(c2ccc(F)cc2)=NO1)N1CCC2(CC1)OCCO2 (centres undefined),0%,-2.4,6%,15,6%,0,3,-12%,-1%
